High-throughput results (PubChem)
BCLXL inh: inhibitors of human Bcl-xL, primary screen, biochemical, fluorescence polarization, HTS; AID 2129, 2009; Bcl-2-like protein 1 (Homo sapiens), Q07817; 0.7% of 320,000 active; GST-Bcl-xL / FITC-Bim BH3 peptide fluorescence polarization; inhibition, % at 10.9 µM;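 active = inhibition above the mean of all tested compounds plus 3 SD, cutoff set per campaign, cut at about 30% in these data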;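 note: 0% = DMSO wells and 100% = unlabeled Bim-BH3 peptide competitor; inhibitors lower millipolarization by displacing the labeled peptide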
Target sequence (Q07817 whole entry, looked up): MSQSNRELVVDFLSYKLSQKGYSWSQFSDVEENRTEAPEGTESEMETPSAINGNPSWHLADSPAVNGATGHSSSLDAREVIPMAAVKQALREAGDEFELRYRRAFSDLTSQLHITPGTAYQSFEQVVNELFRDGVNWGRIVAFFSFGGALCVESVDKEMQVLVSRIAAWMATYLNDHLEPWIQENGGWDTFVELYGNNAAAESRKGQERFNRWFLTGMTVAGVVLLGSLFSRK
GLD-1 TGE inh: GLD-1/TGE RNA complex disruptors, primary screen, biochemical, fluorescence polarization; purified GLD-1 + fluorescein TGE RNA; inhibition, % at 5.96 µM; 0.44% of 320,000 active; AID 2280, 2010;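 active = percent inhibition above a per-plate cutoff, the plate mean of test compounds plus 3 SD, cut at about 30% in these data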;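 note: 0% = DMSO wells with GLD-1 and probe and 100% = wells lacking GLD-1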
VLA-4 inh: inhibition in human VLA-4 binding assay, primary screen, VLA-4 allosteric modulator project, MLPCN library, flow cytometry, VLA-4 expressing cells; ligand binding flow cytometry; Integrin alpha-4 (Homo sapiens), P13612; inhibition, % (about 7 µM as worked out from the volumes in the protocol); 0.2% of 330,000 active; in the data active = inhibition above about 50%
PME-1 primary: PME-1 inhibitors via competitive probe labeling, primary screen, biochemical, fluorescence polarization, FP-Rh probe, HTS. 0.53% of 320,000 active. recombinant PME-1. inhibition, % at 5.9 µM. Protein phosphatase methylesterase 1 (Homo sapiens), Q9Y570;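 active = inhibition above the campaign mean of all compounds plus 3 SD, cut at about 26% in these data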;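 note: competitive labeling of PME-1 active site by serine hydrolase directed probe; 0% = PME-1 with DMSO and 100% = wells lacking PME-1 enzyme; inhibitors block probe labeling so polarization falls and inhibition rises; many of its hits are not listed in these tables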
Target sequence (Q9Y570 whole entry, looked up): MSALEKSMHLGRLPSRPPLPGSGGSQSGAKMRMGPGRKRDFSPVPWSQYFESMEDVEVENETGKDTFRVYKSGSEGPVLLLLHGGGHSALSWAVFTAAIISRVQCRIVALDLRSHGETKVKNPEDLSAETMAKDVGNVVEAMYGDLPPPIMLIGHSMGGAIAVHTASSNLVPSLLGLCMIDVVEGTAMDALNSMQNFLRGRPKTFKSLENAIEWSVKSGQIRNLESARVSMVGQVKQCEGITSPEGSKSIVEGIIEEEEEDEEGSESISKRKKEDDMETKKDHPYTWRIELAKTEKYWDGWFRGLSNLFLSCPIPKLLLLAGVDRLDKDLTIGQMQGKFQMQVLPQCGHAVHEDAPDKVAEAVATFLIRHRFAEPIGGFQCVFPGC
MCL1 BIM primary: inhibitors of MCL1 binding to BIM-BH3, primary screen, biochemical, fluorescence polarization. 0.68% of 320,000 active. GST-MCL1 / FITC-Bim-BH3 fluorescence polarization. inhibition, % at 10.9 µM. Induced myeloid leukemia cell differentiation protein Mcl-1 (Homo sapiens), Q07820. AID 2057, 2009;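 active = inhibition above the mean inhibition of all tested compounds plus 3 SD, set per campaign, cut at about 40% in these data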;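 note: 0% = DMSO wells and 100% = unlabeled Bim-BH3 peptide control; higher means more loss of mP so more displacement of Bim peptide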
GRK2 aptamer HTS: compounds blocking aptamer binding on GRK2 – biochemical, human GRK2, bead flow cytometry, HTS, primary screen; Beta-adrenergic receptor kinase 1 (Homo sapiens), P25098; FAM-aptamer displacement from GRK2; inhibition of aptamer binding, % at 10 µM; 0.59% of 330,000 active; AID 488847, 2010;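 active = inhibition of aptamer binding above 40%, roughly 3 SD of noise, on plates passing a quality check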;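 note: median bead fluorescence of bound FAM aptamer so fluorescent compounds give negative values; no value below 0 was filed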
MEX-5 binding: MEX-5 zinc finger RNA-binding disruptors – biochemical, C. elegans, fluorescence polarization, MLPCN library, primary screen; activity score (negative = inhibition of binding), % at 10 µM; Zinc finger protein mex-5 (Caenorhabditis elegans), Q9XUB2; MEX-5/FITC-TCR2 RNA binding; active compounds read low; 0.38% of 300,000 active;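 active = inhibition past about -25% in most replicates, and total fluorescence under double the plate's negative control median, limit read from the data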;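 note: 0% = DMSO and -100% = 5 µM competing unlabeled TCR2 RNA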
Target sequence (Q9XUB2 whole entry, looked up): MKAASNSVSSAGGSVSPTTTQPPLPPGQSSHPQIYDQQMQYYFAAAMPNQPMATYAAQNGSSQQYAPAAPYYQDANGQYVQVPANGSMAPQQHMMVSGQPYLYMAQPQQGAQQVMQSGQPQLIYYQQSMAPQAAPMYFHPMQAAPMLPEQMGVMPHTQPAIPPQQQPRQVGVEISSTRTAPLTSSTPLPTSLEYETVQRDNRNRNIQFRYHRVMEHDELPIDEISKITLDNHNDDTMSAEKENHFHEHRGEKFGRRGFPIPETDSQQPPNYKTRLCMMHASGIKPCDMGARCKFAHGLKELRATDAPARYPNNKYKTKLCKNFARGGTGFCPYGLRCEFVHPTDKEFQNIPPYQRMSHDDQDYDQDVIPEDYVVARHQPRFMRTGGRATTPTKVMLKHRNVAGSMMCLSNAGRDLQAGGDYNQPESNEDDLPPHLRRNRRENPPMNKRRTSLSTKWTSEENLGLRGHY
Efflux pump mplx: inhibitors of Candida efflux pumps in yeast, primary screen, S. cerevisiae, Nile Red, multiplex | S. cerevisiae Candida pump triplex | inhibition, % at 10 µM | 0.44% of 330,000 active | AID 485275, 2010;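 active = plate passing quality check with inhibition over a set limit, or well fluorescence over plate mean plus 4 SD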;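 note: Nile Red retained in pooled yeast measured as flow cytometry median fluorescence; 0% = buffer negative control and 100% = Enniatin B positive control; higher means more Nile Red kept so more efflux inhibition; some compounds called inactive have numbers as strong as hits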
Fam108B inh: mouse Fam108B serine hydrolase inhibitors, primary screen, counter-screen for RBBP9 inhibitor project, biochemical, fluorescence polarization | recombinant Fam108B, FP-Rh probe fluorescence polarization | inhibition, % at 9.51 µM | 0.33% of 300,000 active;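 active = inhibition above the screen mean inhibition plus 3 SD, computed separately per campaign, cut at about 18% in these data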;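 note: inhibitors lower polarization as less probe binds the enzyme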
* = called active by the depositor; · = no result given. The list is partial; the hit share may differ from the screen's.

SMILES	BCLXL inh	GLD-1 TGE inh	VLA-4 inh	PME-1 primary	MCL1 BIM primary	GRK2 aptamer HTS	MEX-5 binding	Efflux pump mplx	Fam108B inh
CC(C)(C)NC(=O)COc1coc(CN2CCN(Cc3ccccc3)CC2)cc1=O	5	-1	7	2	12	0	0.7	0.0	1
O=C(Cn1cnc2ccccc2c1=O)OCC(=O)c1ccc2c(c1)OCCO2	2	-5	9	-1	-1	2	2.2	0.0	-2
CC(C)OCC(O)CN1CCN(CCN2C(=O)c3cccc4cccc(c34)C2=O)CC1 (stereo not given)	-3	14	-6	-11	0	0	-59*	-0.2	2
Cc1cc(C)c(C(=O)NCC2CCCO2)c(C)c1C(=O)NCC1CCCO1 (stereo not given)	1	1	-3	-7	1	4	0.8	0.0	0
CCOC(=O)c1nn(-c2ccc(F)cc2)c2nc(CC(C)C)c(C#N)c(=O)n12	5	-6	-3	4	5	0	0.6	0.1	5
COC(=O)c1cccc(NS(=O)(=O)c2ccc(NC(C)=O)cc2)c1C	-4	2	5	3	1	0	0.5	-0.1	1
COc1cccc(NC(=O)CNC(=O)c2cccs2)c1	4	0	2	-16	2	1	0.5	-0.1	1
O=C(Nc1nc2ccccc2[nH]1)c1cccc(F)c1	1	-3	-10	-2	3	0	1.2	0.0	-2
c1ccc2c(-c3ccc(OCCN4CCCCC4)cc3)c(-c3ccsc3)sc2c1	·	6	20	·	·	0	·	0.3	·
O=C1C2CC=C(Cl)CC2C(=O)N1CC1OCCc2ccccc21 (stereo not given)	11	2	-6	4	7	0	-6.6	0.0	-1
C=CCSc1nc(C)c(CCCC)c(=O)[nH]1	4	6	-7	0	2	0	-0.8	0.2	-7
COc1cccc(C(=O)Nc2ccc(C(=O)O)cc2)c1	5	4	3	-5	0	1	-2.6	0.0	0
O=C(O)C1CCC(Cn2c(SCc3cc(=O)n4cc(Cl)ccc4n3)nc3ccsc3c2=O)CC1 (stereo not given)	-4	6	10	-6	-3	1	-0.6	0.0	-6
N=c1c(C(=O)NCC2CCCO2)cc2c(=O)n3ccccc3nc2n1Cc1ccc(F)cc1 (stereo not given)	5	-3	12	5	0	0	-4.7	-0.4	-2
COC(=O)/C=C(\C)NC(=O)c1ccc(F)cc1	2	0	1	-1	-2	0	1.4	0.1	3
CCCc1cc(=O)[nH]c(SCC(=O)N(C)CC(=O)Nc2ccccc2CC)n1	2	-5	-11	0	9	2	-1.0	-0.3	-2
Cc1ccc(CNC(=O)COC(=O)CSc2cc(C)c(Br)cc2C)cc1	-4	0	3	2	0	0	-2.2	-0.1	1
CC1(C)Oc2ccc3ccc(=O)oc3c2[C@@H](O)[C@H]1O	-2	7	0	-1	1	2	·	0.0	·
CCOc1ccc(NC(=O)CC2C(=O)N(c3ccccc3)C(=O)N2Cc2ccccn2)cc1 (stereo not given)	2	9	-10	-5	0	4	-1.7	-0.1	-2
O=C(CN1C(=O)C2C3C=CC(C3)C2C1=O)Nc1ccc(S(=O)(=O)N2CCCCC2)cc1 (stereo not given)	4	3	-7	6	-4	0	1.5	-0.1	0
Cc1nn(C)c(C)c1NC(=O)c1cc2nc(-c3ccco3)cc(C(F)(F)F)n2n1	3	-3	5	3	4	0	0.4	0.0	5
CCS(CC)=NS(=O)(=O)c1ccc(NC(C)=O)cc1	-1	-1	1	-1	-4	1	·	-0.1	-2
O=C(N[C@H](Cc1cc(=O)[nH]c2ccccc12)C(=O)O)c1ccc(Cl)cc1	·	·	7	·	·	2	-1.0	-0.3	·
O=C(/C=C/c1ccccc1)Nc1ncn[nH]1	-1	4	20	-7	0	1	3.6	0.8	-1
COc1ccc(C(=O)N2CCN(CCNC(=O)C(=O)Nc3ccc(F)cc3)CC2)cc1OC	-1	7	4	3	1	2	0.9	-0.4	2
CCn1c(SCC(=O)n2c(C)c(C)c3ccccc32)nnc1-c1ccco1	-3	-2	2	2	15	0	-0.6	-0.1	0
CC(=O)C1=C(C)N(CC2CC2)C(=O)N[C@H]1c1ccc(Br)cc1	3	-1	26	-1	0	0	-0.9	0.1	2
CCCCNC(=O)c1ccc2c(c1)ncn2C1CCCCC1	4	-1	0	-4	-6	0	1.3	0.0	-2
O=[N+]([O-])c1ccc(N2CCN(S(=O)(=O)c3cnc[nH]3)CC2)cc1	0	6	0	6	3	0	1.0	-0.1	-2
O=C(c1ccccc1)N1CCOC12CCN(c1ncc(C(F)(F)F)cc1Cl)CC2	4	5	18	-1	6	0	0.5	0.0	-1
Cc1cccc(C)c1NC(=O)C(NC(=O)CN1C(=O)c2ccccc2C1=O)c1ccccc1 (stereo not given)	4	3	10	-5	-7	1	-1.6	-0.1	-7
O=C(Nc1ccccc1)c1ccc(S(=O)(=O)N2CCC(C(=O)O)CC2)cc1	-1	7	2	0	3	5	-1.8	0.0	4
CCOc1ccc2[nH]c(O)c(NC(C)=O)c2c1	7	4	-24	-6	8	5	-0.8	0.1	-5
CN(C)CCCCCCCCCCC(=O)/C=N/O	1	5	-4	16	2	0	-3.0	0.0	11
O=C1C=CC2C(c3ccc4c(c3)OCO4)CC1N2Cc1ccccc1 (stereo not given)	11	4	9	-1	14	1	2.0	-0.2	3
O=C(Nc1ccc(Br)c(C(F)(F)F)c1)c1ccccc1	1	8	33	-10	1	·	0.3	-7.1	-13
CCCCn1c(SCC(=O)Nc2cc(NC(=O)c3ccco3)ccc2C)nc2ccccc2c1=O	5	3	-15	-21	-4	1	0.2	0.0	-21
Cc1ccccc1OCC(=O)Nc1nc(C)c(C(=O)N(C)C)s1	8	7	8	0	9	5	0.5	-0.1	-1
COc1ccc(N(CC(=O)Nc2cc(Cl)ccc2OC)C2=NC3CS(=O)(=O)CC3S2)cc1 (stereo not given)	0	1	-9	-1	-1	2	2.9	0.0	-3
N#CC1=C(SCC(=O)NCc2ccccc2)NC(=O)CC1c1ccco1 (stereo not given)	3	4	0	3	-2	4	-6.3	0.0	-1
COc1ccc(C(=O)Nc2cc3c(cc2N2CCOCC2)n(C)c(=O)n3C)cc1OC	2	8	-1	2	4	1	-2.9	-0.1	9
CN(C)c1cc[n+](CC[n+]2ccc(N(C)C)cc2)cc1	-2	2	0	-2	-7	0	-0.1	0.2	3
C=CCOc1ccc(/C=C\c2nc(O)c([N+](=O)[O-])c(=O)[nH]2)cc1OC	·	·	-5	·	·	0	-1.0	-0.1	·
CCCc1nc(N)c(C#N)c(N)c1C#N	10	-2	-3	1	5	3	2.5	0.1	2
CCCCN(CC)C(=O)C1CCC(CNS(=O)(=O)c2cccc3nsnc23)CC1 (stereo not given)	2	-8	-5	2	4	3	·	0.2	-3
O=C(Cn1nc(CNc2ccc(Cl)cc2)[n+]2c1CCCCC2)c1ccc(Br)cc1	-4	-19	3	9	-5	0	0.6	1.3	4
CCN(C(=O)CN1C(=O)NC(c2ccccc2)(c2ccccc2)C1=O)c1ccccc1	2	-2	-5	22	-5	0	0.2	0.0	1
O=C1CCCC2=C1C(c1ccccc1)CC(=O)N2c1ccc(F)cc1F (stereo not given)	3	2	1	-1	4	2	·	-0.1	-6
COc1cc(C2C(C#N)=C(N)Oc3cc4c(cc32)OCO4)cc(OC)c1OC (stereo not given)	8	-2	30	-3	-2	0	-0.2	-0.1	0
COc1ncccc1-c1nnn(-c2ccc(C)cc2)n1	1	-1	-1	-2	2	0	0.3	0.0	-2
COC(=O)c1cc(C(=O)OC)n(Cc2ccc(Cl)cc2Cl)n1	3	7	8	-1	-4	0	2.0	0.0	0
CCc1cc(C(=O)c2ccc(OC)cc2)c(NC(=O)CCC(=O)O)s1	0	1	-1	4	3	2	1.4	0.2	1
CCCCC[C@@H]1C=C(C(=O)O)[C@H](c2ccc(Br)cc2)N1S(=O)(=O)c1ccc(C)cc1	·	-2	6	·	·	3	·	-0.1	·
O=C(NC12CC3CC(CC(C3)C1)C2)c1ccco1	4	4	12	0	3	2	-0.4	0.0	0
Cc1cc(C)n(CC(=O)NNC(=O)COc2ccc(Cl)cc2Cl)n1	-1	1	2	-2	3	1	·	-0.1	·
CC(C)(C)C(=O)Nc1nnc(SCC(=O)NC2CCCCC2)s1	1	2	-3	2	4	2	3.3	0.2	-2
CCN1C(=O)C(O)(CC(=O)c2ccccn2)c2ccccc21 (stereo not given)	1	8	11	-1	-1	1	-1.1	0.1	2
Cc1cc(C)nc(N(C#N)Cc2cccc([N+](=O)[O-])c2)n1	-3	1	-5	5	6	0	4.2	0.0	3
Cc1nc2ccccc2nc(C)c1=NOCc1cccc(F)c1	3	0	0	-5	-1	12	-0.3	0.0	7
O=C(COc1ccccc1)N1c2ccccc2Sc2ccccc21	6	1	18	2	1	0	-0.7	0.3	-1

The list goes on.
SMILES	BCLXL inh	GLD-1 TGE inh	VLA-4 inh	PME-1 primary	MCL1 BIM primary	GRK2 aptamer HTS	MEX-5 binding	Efflux pump mplx	Fam108B inh
Cc1c(F)cccc1NC(=O)CCC(=O)O	2	10	0	-6	-4	2	0.4	-0.1	0
Cc1ccccc1-c1cc(-c2ccccc2O)n[nH]1	3	1	-4	0	9	0	0.9	-0.1	-2
Cc1sc(NC(=O)C2CSC3(C)CCC(=O)N23)nc1-c1ccccc1 (stereo not given)	-4	6	5	-4	1	2	2.3	0.0	0
COc1cccc(N2C(=O)C3CC=C(Cl)CC3C2=O)c1 (stereo not given)	22	19	-7	-2	21	2	-6.1	-0.1	3
O=C(NNC(=S)NC1CCCCC1)c1ccccc1Br	-1	-6	12	5	0	5	-2.8	0.2	-1
O=C(Cc1c(O)c2ccccc2[nH]c1=O)NCc1ccc(F)cc1	5	9	2	0	2	3	-0.2	-0.1	0
COc1ccc(/C=C2\SC(=O)N(CC(=O)Nc3ccc(F)cc3)C2=O)cc1O	-1	4	0	-6	-2	0	1.2	0.1	-6
COc1cccc(C(c2sc3nc(C)nn3c2O)N2CCC3(CC2)OCCO3)c1 (stereo not given)	5	6	1	4	8	0	0.2	-0.1	1
O=C(c1ccccc1SCc1ccc(F)cc1)N1CCOCC1	2	4	6	2	5	1	0.8	0.0	3
COc1ccc(CNc2ncc(-c3ccc(F)cc3)n2C)c2ccccc12	-1	7	-1	-2	-1	0	-4.2	-0.2	10
Cc1c(C(=O)N2CCN(c3ccc([N+](=O)[O-])cc3)CC2)oc2ccccc12	3	2	11	0	-2	2	·	0.1	·
O=C(CCCCl)NC(=S)Nc1ccc(N2CCOCC2)cc1	-1	-6	1	-3	1	0	1.6	0.0	2
CCCCn1c(=S)[nH]c2ccccc2c1=O	0	6	·	-5	11	12	1.5	0.2	-1

Complete entries, looked up by structure. Screens in order: BCLXL inh, GLD-1 TGE inh, VLA-4 inh, PME-1 primary, MCL1 BIM primary, GRK2 aptamer HTS, MEX-5 binding, Efflux pump mplx, Fam108B inh
Listed for O=C(c1ccccc1SCc1ccc(F)cc1)N1CCOCC1 = 2, 4, 6, 2, 5, 1, 0.8, 0.0, 3
Listed for O=C(NNC(=S)NC1CCCCC1)c1ccccc1Br = -1, -6, 12, 5, 0, 5, -2.8, 0.2, -1
